# Screens as filed in PubChem BioAssay.
# Shiga toxin inh: Shiga toxin inhibition; AID 2315; inhibition, % at 38.7 µM; 9.2% of 290,000 active; Vero cells, Shiga toxin protein synthesis inhibition reporter; in the data active = inhibition mostly above about 28%, no sharp cut-off; inactive = mostly below about 43%; note: 0% is about no effect
# Pf growth 96h: inhibits malaria parasite growth, 96 h | 6.9% of 320,000 active | Potency, µM (highest dose often 28.7 µM), for the others: at the top dose activity change, negative = inhibition, most hits filed as inhibitors | P. falciparum luciferase reporter growth, 96 h; note: potency is the fitted concentration of half-maximal effect; % is set by controls: 0 for no effect and ±100 for the full control effect
#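 Luminescence readout: decreased luciferase signal marks inhibited growth of reporter-expressing P. falciparum in infected red cells (2% hematocrit, 0.05% parasitemia final), exposed to compound two generations (96 h, 37 C, 5% CO2).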
# LmPK inhibitor: blocks Leishmania mexicana pyruvate kinase activity | 0.37% of 290,000 active | purified LmPK, Kinase-Glo ATP luminescence, 1 h | Potency, µM (titrated, usually from 57.5 µM), inactives show at the highest dose activity change, negative = inhibition, most hits filed as inhibitors | Q27686; note: potency is the fitted concentration of half-maximal effect; % is set by controls: 0 for no effect and ±100 for the full control effect
# Target sequence (Q27686 whole entry, looked up): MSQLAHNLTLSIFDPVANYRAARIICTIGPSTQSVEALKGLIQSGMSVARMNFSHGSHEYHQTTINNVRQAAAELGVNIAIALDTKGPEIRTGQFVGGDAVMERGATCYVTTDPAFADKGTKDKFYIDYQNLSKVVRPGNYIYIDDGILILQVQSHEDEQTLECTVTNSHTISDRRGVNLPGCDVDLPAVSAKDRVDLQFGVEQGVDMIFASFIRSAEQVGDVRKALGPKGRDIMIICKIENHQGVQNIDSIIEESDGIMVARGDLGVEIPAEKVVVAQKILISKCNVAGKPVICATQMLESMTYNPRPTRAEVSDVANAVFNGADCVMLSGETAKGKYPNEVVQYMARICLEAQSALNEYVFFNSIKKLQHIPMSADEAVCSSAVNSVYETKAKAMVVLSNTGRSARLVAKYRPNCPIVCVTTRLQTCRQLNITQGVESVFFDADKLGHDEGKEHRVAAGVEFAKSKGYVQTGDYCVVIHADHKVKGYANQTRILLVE
#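 Purified LmPK (0.1 nM) with 0.5 mM PEP and 0.1 mM ADP in imidazole buffer pH 7.2 with MgCl2/KCl, 1 h at room temperature. ATP formed was read by luciferase luminescence and normalized to no-enzyme and uninhibited controls.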
# Pf growth 48h: P. falciparum growth inhibition at 48 hours (one generation). P. falciparum luciferase growth in erythrocytes, 48 h. 5.9% of 310,000 active. Potency, µM (highest dose often 28.7 µM), for the others: at the top dose activity change, negative = inhibition, actives largely listed as inhibitors. AID 504832; note: potency is the fitted concentration of half-maximal effect; % is set by controls: 0 for no effect and ±100 for the full control effect
#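 Luciferase-expressing parasites in RBCs, 2% Hct / 0.1% parasitemia final; RPMI 1640 + 0.5% Albumax; 37 C, 5% CO2, one generation; luminescence read-out, lower signal = inhibition.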
# TbPYK inhibitor: T. brucei pyruvate kinase inhibition; 0.12% of 410,000 active; Potency, µM (top dose mostly 76.8 µM), for inactives: top-dose activity, negative = inhibition, usual class: inhibitors; TbPYK enzyme, Kinase-Glo Plus ATP luminescence, 45 min; note: potency is the fitted concentration of half-maximal effect; % is set by controls: 0 for no effect and ±100 for the full control effect; nearly all actives have a fitted effect of over 50% in size
#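 Luminescent Kinase-Glo Plus end-point after 45 min room-temperature reaction of T. brucei pyruvate kinase started with 130 uM ADP (final). Buffer TEA 50 mM pH 7.2 with KCl, MgCl2, BSA, Tween-20; titration-based qHTS with fitted concentration-effect curves.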
# CHX counter: counter-screen hit for Shiga toxin inhibitors, cycloheximide | cell reporter, cycloheximide protein synthesis inhibition counterscreen | max response, % | 12% of 300,000 active; in the data active = max response mostly above about 13%, no sharp cut-off; inactive = mostly below about 14%; note: read at 38.3 µM for the half of the compounds with a filed dose; 0% is about no effect
# AMA1-RON2 inh: AMA1-RON2 (P. falciparum) interaction inhibition; 0.2% of 360,000 active; AID 720542; Potency, µM (highest dose often 58.2 µM), without a hit: at the highest dose activity change, negative = inhibition, hits mostly inhibitors; AlphaScreen AMA1-biotinylated RON2 peptide binding;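 note: potency is the fitted concentration of half-maximal effect; 0% = vehicle wells and -100% = peptide control; nearly all actives have a fitted effect of over 45% in size; some results filed as inactive show a strong effect at the top dose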
#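 AMA1 (3D7) with his tag at 25 nM final met compounds first, then biotinylated RON2 peptide at 25 nM; detection used donor plus acceptor beads, 10 µg/mL apiece, read by AlphaScreen after 30 min at room temperature.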
# * marks the source's active call; other numbers are inactive results; u = inconclusive; x = no result given; + = active, no number; & = joins results of further samples; [ ] = another dose, or the depositor's remark. Unless noted, calls come from the whole dose curve; as a rule, active = well fitted curve in the direction sought with a large enough effect; inconclusive = small, poorly fitted or top-dose-only effect, or another doubt; inactive = no such curve, though single readings can be large; an effect the other way counts as inactive or inconclusive.
SMILES,Shiga toxin inh,Pf growth 96h,LmPK inhibitor,Pf growth 48h,TbPYK inhibitor,CHX counter,AMA1-RON2 inh
CC(OC(=O)c1ccc(NS(=O)(=O)c2ccc3[nH]c(=O)[nH]c3c2)cc1)C(N)=O (configuration not stated),-9,36%[activator],2%,16%,-5%,-2,-6%
CC(C)(C)c1ccc(C(=O)NCc2nnc(SCC(=O)N3CCCc4ccccc43)n2-c2ccccc2)cc1,-1,0%,1%,u,-5%,-1,1%
C=CCOC(=O)COc1ccc2c(C)c(CC)c(=O)oc2c1,-5,u,3%,7%,12%,-2,29%
CCOC(=O)c1c(NC(=O)C(C)Sc2cn(C)c3ccccc23)sc2c1CCC2 (configuration not stated),-6,-61%,1%,u,-19%,4,-15%
O=C(O)[C@@H]1CSC2c3ccccc3C(=O)N21 (some centres not stated),-9,14%,2%,5%[0.00184 µM],-6%,5,-7%
NS(=O)(=O)c1ccc(CCn2c(=S)[nH]c3ccc(F)cc3c2=O)cc1,-4,u,1%,u,-11%,-4,68%[activator]
Cc1ccc[n+](CC(=O)Nc2cccc(Cl)c2)c1,-7,14%,-1%,0%,0%,-2,3%
Cc1ccc(NC(=O)C2Cc3ccccc3O/C2=N\O)cc1C (configuration not stated),74*,84%[activator],-4%,55%[activator],-3%,49*,10%
Cc1c(N(C(=O)c2ccccn2)C2(C(=O)NC3CCCCC3)CCCCC2)c(=O)n(-c2ccccc2)n1C,-4,u,-7%,-6%,1%,-1,-1%
COc1ccc2c(c1)CCC/C2=N\Nc1nc(C(=O)NN)cs1,76*,u,4%,10µM*,2%,46*,33%[activator]
COc1ccc(C(=O)c2cc([N+](=O)[O-])ccc2N2CCOCC2)cc1,1,50%[activator],-2%,-18%,-5%,-5,0%
C=C(C)Cn1c(SCC(=O)NCc2ccco2)nc2sc3c(c2c1=O)CCC3,38,x,1%,u,3%,7,11%
N#C/C(=C/c1ccc(N2CCCCCC2)o1)c1cccc(F)c1,4,x,-3%,-15%,u,14,-7%
Cn1cnnc1SCc1ccc(C(=O)N=Nc2c(O)n(Cc3ccc(Cl)cc3)c3ccccc23)cc1,11,3.7µM*,1%,2.3µM*,-3%,-2,-4%
S=c1ccc2ccccc2[nH]1,29,-8%,2%,3%,-17%,2,88%[activator]
Cc1cc(C)c(C#N)c(N2CCN(c3ccccc3F)CC2)n1,-18,12µM*,-9%,29%,-1%,-1,-2%
COc1ccc(-c2nc(CS(=O)CC(=O)NC3CCCc4ccccc43)c(C)o2)cc1OC (configuration not stated),-16,u,8%,x,-2%,-7,-11%
COc1ccc(C(=O)OCC[N+]2(C)CCCCC2)cc1,107*,7%,-1%,20%,-4%,44*,-3%
Cc1ccc(S(=O)(=O)N2CCN(c3ncnc4sccc34)CC2)cc1C,x,12µM*,x,13µM*,-1%,x,-2%
CC(CCc1ccccc1)NC(=S)NC(=O)c1ccco1 (configuration not stated),21,u,-1%,7%[5.75 µM],6%,8,-5%
Cc1cccc(/C=N/NC(=O)c2ccc(NC(=O)c3ccc(F)cc3)cc2)n1,45,32%[activator],-5%,u,-9%,9,84%[activator]
COc1ccc(CCNC(=O)c2c(C)nc3ccccn23)cc1,12,12µM*,10%,u,1%,10,-15%
Cc1ccc(S(=O)(=O)NC2CCCCC2)c(C)c1NS(C)(=O)=O,-13,29%,-1%,26%,6%,-4,8%
CCOC(=O)/C(C#N)=C/C1=C(N2CCOCC2)C(C)(C)OCC1,-11,15%,-3%,1%,-4%,-1,-5%
COC(=O)/C(NC(C)=O)=C(\C)c1ccc(Cl)cc1,-4,15%,3%,-4%,-10%,1,-6%

# (continued)
SMILES,Shiga toxin inh,Pf growth 96h,LmPK inhibitor,Pf growth 48h,TbPYK inhibitor,CHX counter,AMA1-RON2 inh
N[C@@H](Cc1ccccc1)C(=O)O,x,17%,x,21%,-4%,x,x
CCCN1Cc2cccc(C(=O)NC(CC(=O)OCC)c3ccc(C)cc3)c2C1=O (configuration not stated),-18,0%,0%,u,0%,7,-17%
CC(NC(=O)c1ccc(OC2CCN(S(=O)(=O)N(C)C)CC2)cc1)C1CC1 (configuration not stated),3,-50%,4%,-14%,-1%,20*,-3%
O=C1COc2ccc(C(=O)CSc3nc4ccccc4c(=O)n3-c3ccc(Cl)c(Cl)c3)cc2N1,22,u,1%,10µM*,-3%,4,-9%
Cc1ccc(S(=O)(=O)CC(N)=O)cc1,-27,x,0%,16%,-1%,-4,4%
Cn1c(N)c(C(=O)COC(=O)CC2CC3CCC2C3)c(=O)n(C)c1=O (configuration not stated),-12,-61%,5%,u,-5%,1,-2%
CCCn1c2ccc(F)cc2c2nnc(SCCN(CC)CC)nc21,14,x,x,x,-1%,0,x
COc1ccc(C(=O)CNc2ccccc2CO)cc1,111*,0%,3%,58%[activator],-1%,42*,0%
Cc1ccc(NC(=O)Cn2ccc([N+](=O)[O-])n2)cc1C,-2,u,1%,7%,-1%,1,7%
CC(C)[N+](C)(CCC(C(N)=O)(c1ccccc1)c1ccccc1)C(C)C,-5,u,-2%,-17%[12.8 µM],u,10,-3%
CCNc1cc(N2CCCC2)ccc1[N+](=O)[O-],-15,u,2%,15%,-12%,-2,-11%
COc1ccc(CNS(=O)(=O)c2cc(Br)cc3c2N(C(C)=O)C(C)C3)cc1 (configuration not stated),-5,4.1µM*,0%,-8%,7%&1%,-1,-4%
O=C(CN1CCOCC1)Nc1nc2ccc(Cl)cc2s1,38,26%,0%,52%[activator],1%,22*,7%
Cc1ccc2nc(N3CCOCC3)c(C=O)cc2c1,36,-25%,0%,24%,1%,26*,-2%
COC(=O)c1cc(O)c(O)c(O)c1,-15,u,1%,-10%,-23%,-3,u
O=C(CCc1nnc2ccc(NCc3ccco3)nn12)Nc1ccccn1,-4,-9%,-9%,3%,1%,-10,-9%
COc1ccc(OCC(=O)Nc2cccc3cccnc23)cc1,20,u,4%,14%,x,13,11%
Cc1ccnn1C(C)C(=O)O (configuration not stated),9,-5%,1%,1%,3%,-2,-14%
COc1ccccc1C(=O)NC(=O)COC(=O)C1(C)CC1(Cl)Cl (configuration not stated),x,19%,x,4%,-3%,x,21%
O=C(/C=C/c1cccc([N+](=O)[O-])c1)Nc1ccc(NC(=O)c2cccs2)cc1,-5,-11%,5%,19%,-1%,1,-4%
CN(c1ccccc1)S(=O)(=O)c1ccc(C(=O)OCC(=O)NCc2cccs2)cc1,-5,21%,0%,u,3%,-8,4%
CCOC(=O)NCc1ccccc1,6,44%[activator],-1%,17%,1%,-2,9%
CC(C)CNC(=O)[C@H](Cc1ccccc1)NC(=O)c1cccs1,-4,9%,7%,-15%,-7%,-5,-1%
Cc1nn(CCC(=O)NNC(=S)Nc2ccccc2)c(C)c1Br,-1,9%,2%,8%,3%,2,20%
CC(C)=NOc1nc(N(C)C)nc(N2CCOCC2)n1,-11,1%,0%,7%,2%,5,8%

# By substructure: those above containing a Cl atom
SMILES,Shiga toxin inh,Pf growth 96h,LmPK inhibitor,Pf growth 48h,TbPYK inhibitor,CHX counter,AMA1-RON2 inh
Cc1ccc[n+](CC(=O)Nc2cccc(Cl)c2)c1,-7,14%,-1%,0%,0%,-2,3%
Cn1cnnc1SCc1ccc(C(=O)N=Nc2c(O)n(Cc3ccc(Cl)cc3)c3ccccc23)cc1,11,3.7µM*,1%,2.3µM*,-3%,-2,-4%
COC(=O)/C(NC(C)=O)=C(\C)c1ccc(Cl)cc1,-4,15%,3%,-4%,-10%,1,-6%
O=C1COc2ccc(C(=O)CSc3nc4ccccc4c(=O)n3-c3ccc(Cl)c(Cl)c3)cc2N1,22,u,1%,10µM*,-3%,4,-9%
O=C(CN1CCOCC1)Nc1nc2ccc(Cl)cc2s1,38,26%,0%,52%[activator],1%,22*,7%
COc1ccccc1C(=O)NC(=O)COC(=O)C1(C)CC1(Cl)Cl (configuration not stated),x,19%,x,4%,-3%,x,21%

# More entries:
SMILES,Shiga toxin inh,Pf growth 96h,LmPK inhibitor,Pf growth 48h,TbPYK inhibitor,CHX counter,AMA1-RON2 inh
O=C(c1cc2ccccc2oc1=O)N(Cc1ccccc1)C1CCS(=O)(=O)C1 (configuration not stated),+,151%[activator],-12%,30%,-1%,40*,-13%
Cc1ccc(C)c(S(=O)(=O)NCCC(=O)N2CCCC(C(N)=O)C2)c1 (configuration not stated),x,13%,x,-6%,4%,x,8%
Cc1ccc(Nc2nc(Nc3ccc(C)cc3)nc(SC3=NCCS3)n2)cc1,48,13µM*,-2%,x,-13%,10,-3%
COc1ccc(OC)c(-c2csc(NC(=O)Cc3ccccc3)n2)c1,45,u,-6%,u,-15%,24,-28%
O=C(CSCc1ccco1)N1CCc2ccccc21,105*,u,-9%,123%[activator],-6%,40*,-13%
CCN1C(=NCCc2ccccn2)N[C@@H](c2cccc(F)c2)C(C(=O)OC)=C1C,30&-3,u,-13%&-2%,2%&-2%,6%,-2&-3,7%
O=c1[nH]c(CN2CCN(c3ccccc3O)CC2)nc2ccccc12,9,u,-5%,u,-12%,-2,5%
CC(=O)Nc1ccc(S(=O)(=O)NCCc2csc(C)n2)cc1,-7,x,1%,15%,-4%,-3,5%
C=CCSc1nnc2c(n1)[nH]c1c(C)cccc12,60*,12µM*,3%,x,5%,40*,0%
O=C(CCCn1c(SCC(=O)NCCc2ccccc2)nc2ccccc2c1=O)NCC1CCCO1 (configuration not stated),-10,-25%,-8%,u,-1%,-1,-8%
O=C(/C=C(\O)c1ccccc1)C(=O)NNC(=O)c1ccccc1[N+](=O)[O-],71*,51%[activator],-3%,67%[activator],5%,17*,21%
Cc1ccccc1Nc1nnc(C)c(=O)[nH]1,-2,x,-1%,2%,-4%,1,21%
Cc1cc(C)nc(N(C#N)Cc2cccc3ccccc23)n1,-9,x,10%,u,0%,6,-9%
O=C(CNS(=O)(=O)c1ccccc1)NCC(=O)OCc1ccc(Br)cc1,-2,u,3%,37%[activator],-26%,-1,3%
COc1ccccc1-n1c(SCC(=O)N2CCc3ccccc32)nc2c(c1=O)SCC2,-3,u,9%,12µM*,4%,9,-15%
CC(=O)C1=C(C)NC(C)=C(C(C)=O)C1c1cn(-c2ccccc2)nc1-c1cccs1,2,3%,5%,15µM*,-3%,-2,-3%
CN(CCc1ccccc1)C(=O)c1cc(COc2cccc(C(F)(F)F)c2)on1,60*,-6%,-12%,58%[activator],-3%,23*,23%
Cc1cc(S(=O)(=O)N2CCCC2C(=O)N2CCOCC2)c(C)cc1Cl (configuration not stated),-9,u,8%,x,2%,-4,6%
O=C(CC1SC(N2CCCC2)=NC1=O)Nc1ccc(C(=O)NCCc2ccc(F)cc2)cc1 (configuration not stated),x,10µM*,x,u,12%,x,1%
COc1cc(C)ccc1OCc1cc(C(=O)N(C)CCCN2CCOCC2)no1,96*,u,0%,2%,-11%,55*,12%
CC1CN(S(=O)(=O)c2cccc(C(=O)Nc3ccccc3N3CCCC3)c2)CC(C)O1 (configuration not stated),x,u,x,u,-3%,x,-17%
Cc1cc(C)c(C)c(OCC(O)CN2CCN(c3ccccn3)CC2)c1 (configuration not stated),-2,1%,8%,14%,0%,-2,-2%
COc1cc(NC(=O)CN2CCCCCC2)cc(OC)c1,-12,22%,0%,8%,1%,-3,9%
CCN(CC(=O)Nc1c(F)cccc1F)C(=O)CN1C(=O)NC2(CCCC2)C1=O,x,-3%,x,9%,-1%,x,-4%

# Rows were taken by chance; overall some 21% were active at least once.
